Growth percent in the NCI-60 one-dose screen (48 h, 10 µM unless noted): 100 = growth as untreated, 0 = no growth, -100 = all killed.
HCC-2998: HCC-2998 colon cancer | 79,000 tested, 4.7% active | AID 1794799
OVCAR-4: OVCAR-4 ovarian cancer cells; 80,000 tested, 3.7% active
OVCAR-8: OVCAR-8 ovarian cancer. 81,000 tested, 4.4% active. AID 1794782
KM12: KM12 colon cancer cells | 82,000 tested, 5% active | AID 1794800
OVCAR-3: OVCAR-3 ovarian cancer; AID 1794787; 79,000 tested, 7% active
SW-620: SW-620 colon cancer; AID 1794795; 82,000 tested, 5.2% active
PC-3: PC-3 prostate cancer cells; 80,000 tested, 3.9% active
OVCAR-5: OVCAR-5 ovarian cancer | 82,000 tested, 2.9% active
DU-145: DU-145 prostate cancer; 81,000 tested, 4.2% active; AID 1794760
* marks the source's active call; other numbers are inactive results; . = no result given. How the source made its calls: active means growth percent below 10; inactive means the rest. Random draw from the library; overall some 10% were active at least once.

1) COc1cccc(CNCc2cccc(OC)c2O)c1O
2) N#Cc1c(Oc2ccc(Cl)cc2)[nH]n(C2=Nc3ccccc3Sc3ccccc32)c1=O
3) O=C1NCCCC1(c1ccccc1)c1ccccc1
4) COc1ccc(-c2csc(NNc3nc(-c4ccc(F)cc4)c(C#N)c(N4CCOCC4)n3)n2)cc1
5) COc1ccc(C2C(C(=O)Nc3cccc(C(F)(F)F)c3)=C(C)NC3=C2C(=O)CC(C)(C)C3)cc1 (stereo not drawn)
6) N#Cc1c(NCc2ccccc2)oc(-c2ccccc2)c1-c1ccccc1
7) CCn1c2c(c3ccccc31)CC1CN(C3CCCCC3)C(=O)C1C2C(=O)O (stereo not drawn)
8) CC(=O)c1ccc(NC(=O)N2CCN(c3cc4c(cc3F)c(=O)c(C(=O)O)cn4C3CC3)CC2)cc1

| Assay by compound | 1 | 2 | 3 | 4 | 5 | 6 | 7 | 8 |
| --- | --- | --- | --- | --- | --- | --- | --- | --- |
| OVCAR-3 | 102 | 104 | 108 | 103 | 89 | 95 | 100 | 105 |
| HCC-2998 | 108 | 106 | 103 | 106 | 114 | 100 | 107 | 100 |
| KM12 | 105 | 117 | 105 | 106 | 93 | 86 | 100 | 103 |
| PC-3 | 94 | 86 | 91 | 82 | 65 | . | 100 | 99 |
| SW-620 | 97 | . | 100 | 100 | 93 | 100 | 105 | 103 |
| OVCAR-8 | 102 | 104 | 105 | 91 | 87 | 72 | 101 | 102 |
| OVCAR-4 | 83 | 111 | 104 | 99 | 71 | 86 | 95 | 116 |
| DU-145 | 110 | 108 | 110 | 104 | 104 | 103 | 99 | 109 |
| OVCAR-5 | 104 | 113 | 99 | 104 | 75 | 100 | 101 | 101 |

Seven entries already listed, sorted by SMILES length, highest first.
5) COc1ccc(C2C(C(=O)Nc3cccc(C(F)(F)F)c3)=C(C)NC3=C2C(=O)CC(C)(C)C3)cc1 (stereo not drawn)
8) CC(=O)c1ccc(NC(=O)N2CCN(c3cc4c(cc3F)c(=O)c(C(=O)O)cn4C3CC3)CC2)cc1
4) COc1ccc(-c2csc(NNc3nc(-c4ccc(F)cc4)c(C#N)c(N4CCOCC4)n3)n2)cc1
2) N#Cc1c(Oc2ccc(Cl)cc2)[nH]n(C2=Nc3ccccc3Sc3ccccc32)c1=O
7) CCn1c2c(c3ccccc31)CC1CN(C3CCCCC3)C(=O)C1C2C(=O)O (stereo not drawn)
6) N#Cc1c(NCc2ccccc2)oc(-c2ccccc2)c1-c1ccccc1
1) COc1cccc(CNCc2cccc(OC)c2O)c1O

| Assay by compound | 5 | 8 | 4 | 2 | 7 | 6 | 1 |
| --- | --- | --- | --- | --- | --- | --- | --- |
| OVCAR-3 | 89 | 105 | 103 | 104 | 100 | 95 | 102 |
| HCC-2998 | 114 | 100 | 106 | 106 | 107 | 100 | 108 |
| KM12 | 93 | 103 | 106 | 117 | 100 | 86 | 105 |
| PC-3 | 65 | 99 | 82 | 86 | 100 | . | 94 |
| SW-620 | 93 | 103 | 100 | . | 105 | 100 | 97 |
| OVCAR-8 | 87 | 102 | 91 | 104 | 101 | 72 | 102 |
| OVCAR-4 | 71 | 116 | 99 | 111 | 95 | 86 | 83 |
| DU-145 | 104 | 109 | 104 | 108 | 99 | 103 | 110 |
| OVCAR-5 | 75 | 101 | 104 | 113 | 101 | 100 | 104 |

Following part:
9) CC(C)CC(=O)Oc1ccc(/C=C/c2cc(OC(=O)CC(C)C)cc(OC(=O)CC(C)C)c2)cc1
10) COC(=O)/C=C1/SC(N2N=C(c3cccs3)CC2c2ccc(OC)cc2)=NC1=O (stereo not drawn)
11) CCCCCSc1nnc(-c2c(C)nc3ccc(Br)cn23)o1
12) NC(=O)CNc1cccc(Br)c1
13) COc1ccc([C@H]2c3[nH]c4ccccc4c3C[C@H]3C(=O)N(CCCCCCC(=O)NO)CC(=O)N23)cc1OC
14) Cn1cc(NC(=O)CCl)c(=O)n(C)c1=O
15) NC1=NC2(NN1)C(=O)Nc1ccccc12 (stereo not drawn)
16) CN(C)/C=C1\CC2C(=O)N(/C(=C/N(C)C)c3ccncc3)C(N(C)C)N2C1=O (stereo not drawn)

| Assay by compound | 9 | 10 | 11 | 12 | 13 | 14 | 15 | 16 |
| --- | --- | --- | --- | --- | --- | --- | --- | --- |
| OVCAR-3 | 94 | 75 | 90 | 111 | 94 | 111 | 101 | 116 |
| HCC-2998 | 93 | 100 | 104 | 98 | 109 | 118 | 115 | 105 |
| KM12 | 89 | 79 | 93 | 109 | 99 | 109 | 97 | 104 |
| PC-3 | 88 | 85 | 99 | 94 | 91 | 99 | 92 | 95 |
| SW-620 | 106 | 65 | 97 | 95 | 85 | 123 | 102 | 103 |
| OVCAR-8 | 96 | 82 | 95 | 108 | 91 | 103 | 101 | 95 |
| OVCAR-4 | 95 | 98 | 63 | . | 74 | 105 | 100 | 99 |
| DU-145 | 91 | 63 | 112 | 116 | 99 | 109 | 108 | 111 |
| OVCAR-5 | 108 | 96 | 114 | 99 | 90 | 127 | 105 | 92 |

17) N/C(=N\S(=O)(=O)c1cccc(Br)c1)Nc1nc2ccccc2s1
18) CC1(C)CC[C@]23CC[C@]4(C)[C@H](CC[C@@H]5[C@@]6(C)C/C(=C/c7ccncc7)C(=O)C(C)(C)[C@@H]6CC[C@]54C)[C@H]2[C@H]1OC3
19) C=C1C(=O)O[C@H]2[C@H]1CC/C(CNC(=O)CCc1ccc(OC)cc1)=C\CC[C@@]1(C)O[C@@H]21
20) Cc1ccc(C2=Nc3ccc(Cl)cc3C3=NCN=NN23)cc1
21) Cc1ccccc1Nc1nnc(-c2c[nH]c3ccccc23)o1
22) COC1NC(Cl)=C(C#N)C(C#N)(C#N)C1(C)C (stereo not drawn)
23) Cn1c(=O)cc(OCC(=O)N/N=C/c2ccc(Cl)cc2)c2ccccc21
24) C/C(=N\Nc1nc(C)cs1)c1nnn(-c2ccc([N+](=O)[O-])cc2)c1C

| Assay by compound | 17 | 18 | 19 | 20 | 21 | 22 | 23 | 24 |
| --- | --- | --- | --- | --- | --- | --- | --- | --- |
| OVCAR-3 | 105 | 84 | 31 | 91 | 7.3* | 123 | 115 | . |
| HCC-2998 | 110 | 93 | 98 | 107 | 11 | 113 | 116 | 110 |
| KM12 | 96 | 68 | 97 | 92 | 25 | 111 | 102 | 99 |
| PC-3 | 98 | 51 | 72 | 83 | 38 | 122 | 108 | 96 |
| SW-620 | 95 | 61 | 19 | 88 | 20 | 96 | 102 | 98 |
| OVCAR-8 | 88 | 75 | 39 | . | 19 | 107 | 105 | 102 |
| OVCAR-4 | 106 | 92 | 80 | 91 | 80 | 111 | 103 | 106 |
| DU-145 | 110 | 82 | 24 | 94 | 26 | 94 | 103 | 101 |
| OVCAR-5 | 120 | 90 | 82 | 101 | 33 | 32 | 98 | 113 |

25) O=C1/C(=C/c2cccc(OCc3ccc(Cl)cc3)c2)N=C2OCCCN12
26) CCOC(=O)C(Cc1ccc(O)c([N+](=O)[O-])c1)N1C(=O)c2ccccc2C1=O (stereo not drawn)
27) CC1CCN(Cc2cn(CC(=O)Nc3ccc4c(ccn4Cc4ccccc4)c3)nn2)CC1
28) O=[N+]([O-])c1ccc(/C=C/c2ccc([N+](=O)[O-])cc2)cc1
29) COc1ccc(-c2ccc(-c3ccc(C(=N)N)cc3)s2)cc1Cl
30) NC(=S)c1ccc(Br)cc1
31) COc1ccc(C(=O)Cn2cc(CN3CCN(c4cc5c(cc4F)c(=O)c(C(=O)O)cn5C4CC4)CC3)nn2)cc1OC
32) O=C1Nc2ccc(Cl)cc2/C1=C/c1ccc(OCc2ccccn2)cc1

| Assay by compound | 25 | 26 | 27 | 28 | 29 | 30 | 31 | 32 |
| --- | --- | --- | --- | --- | --- | --- | --- | --- |
| OVCAR-3 | 90 | 113 | 94 | 116 | -88* | 116 | 107 | 57 |
| HCC-2998 | 99 | 106 | 99 | 93 | -38* | 103 | 102 | 105 |
| KM12 | 103 | 105 | 97 | 102 | -73* | 111 | 106 | 79 |
| PC-3 | 94 | 96 | 78 | 99 | -25* | 98 | 103 | 62 |
| SW-620 | 105 | 106 | 97 | 103 | -72* | 106 | 103 | 47 |
| OVCAR-8 | 97 | 107 | 95 | 96 | -18* | 119 | 105 | 46 |
| OVCAR-4 | 89 | 104 | 81 | 99 | -42* | 93 | 108 | -1.8* |
| DU-145 | 104 | 116 | 93 | 104 | -87* | 118 | 110 | 88 |
| OVCAR-5 | 107 | 103 | 104 | 86 | 14 | 101 | 102 | 88 |

33) CC(C)(O)c1ccccc1
34) COc1ccccc1-n1c(Cc2cccc3ccccc23)nnc1SCC(=O)O
35) COC(=O)CNC(=O)[C@]12CCC(C)(C)C[C@H]1C1=CC[C@@H]3[C@@]4(C)Cc5c([nH]c6ccccc56)C(C)(C)[C@@H]4CC[C@@]3(C)[C@]1(C)CC2
36) CCCCC1(COC(=O)CCC(=O)O)C(=O)N(c2ccccc2)N(c2ccccc2)C1=O
37) Cc1ccc(C(=O)O)cc1[N+](=O)[O-]
38) CCCCC(=O)N(c1ccc(Nc2c3ccccc3nc3cc([N+](=O)[O-])ccc23)cc1)S(C)(=O)=O
39) Cc1ccc2[nH]c(=O)c(C3C4=C(CC(C)(C)CC4=O)Nc4nc(N)nc(N)c43)cc2c1 (stereo not drawn)
40) COc1ccc(Cn2cc(CNC(=O)c3cccnc3Nc3ccc(OC)cc3)nn2)cc1

| Assay by compound | 33 | 34 | 35 | 36 | 37 | 38 | 39 | 40 |
| --- | --- | --- | --- | --- | --- | --- | --- | --- |
| OVCAR-3 | 107 | 107 | 93 | 105 | 116 | 88 | 101 | 102 |
| HCC-2998 | 113 | 101 | 103 | 98 | 103 | 86 | 100 | 104 |
| KM12 | 101 | 103 | 92 | 104 | 109 | 38 | 104 | 101 |
| PC-3 | 101 | 91 | 74 | 101 | 95 | 52 | 93 | 88 |
| SW-620 | 105 | 107 | 89 | 102 | 105 | 72 | 109 | 105 |
| OVCAR-8 | 103 | 102 | 85 | 98 | 120 | 72 | 91 | 95 |
| OVCAR-4 | 125 | 115 | 77 | 106 | 113 | 81 | 103 | 107 |
| DU-145 | 102 | 109 | 98 | 115 | 128 | 26 | 110 | 105 |
| OVCAR-5 | 112 | 94 | 95 | . | 106 | 97 | 96 | 114 |

41) c1n[nH]cc1-c1nc2ccc3[nH]ncc3c2c2c1CC1(CCOCC1)CC2
42) Cc1ccccc1NC(=O)C(C)C
43) COc1cc2oc(-c3cccc(NC(=O)[C@H](CC(N)=O)NC(=O)OC(C)(C)C)c3)cc(=O)c2c(OC)c1OC
44) O=C(CCN1CCC2CCC(C2)C1)c1ccc(C(F)(F)F)cc1 (stereo not drawn)
45) COc1ccccc1Nc1nnc(-c2ccc(Cl)cc2)o1
46) CN(C)c1ccc(/C=C2\Cc3c(F)ccc(Br)c3C2=O)cc1
47) CC(C)(C)Nc1c(-c2c(O)c3ccccc3oc2=O)nc2ccc(Cl)cn12
48) CCCCCC(N)=O

| Assay by compound | 41 | 42 | 43 | 44 | 45 | 46 | 47 | 48 |
| --- | --- | --- | --- | --- | --- | --- | --- | --- |
| OVCAR-3 | 52 | 111 | 105 | 108 | 8.1* | 101 | 111 | 114 |
| HCC-2998 | 41 | 97 | 100 | 111 | 82 | 104 | 104 | 105 |
| KM12 | 47 | 108 | 87 | 103 | 24 | 93 | 103 | 107 |
| PC-3 | 47 | 92 | 76 | 116 | 57 | 92 | 95 | 99 |
| SW-620 | 18 | 106 | 94 | 107 | 21 | 90 | 102 | 105 |
| OVCAR-8 | 35 | 101 | 73 | 111 | 60 | 97 | 103 | 107 |
| OVCAR-4 | 70 | 106 | 95 | 152 | 68 | 36 | 108 | 89 |
| DU-145 | 42 | 111 | 97 | 101 | 72 | 97 | 104 | 108 |
| OVCAR-5 | 88 | 107 | 95 | 106 | 87 | 107 | . | 103 |

49) O=C(CSC1CCc2ccccc21)N/N=C/c1ccccc1O (stereo not drawn)
50) Cc1cn(CCC(=O)NO)c(=O)[nH]c1=O
51) CCOC(=O)CSc1ncnc2c1c(-c1ccccc1)cn2-c1ccc(C)cc1
52) O=C1c2ccccc2C(=O)N1CN1CCN(c2cc(=O)[nH]c3ccc(F)cc23)CC1
53) COc1ccc(-c2nnc(SCC(=O)Nc3ccc(C(=O)/C=C/c4ccc(Cl)cc4)cc3)n2-c2ccccc2)cc1
54) Cc1ccc(OCc2ccccc2Cl)cc1
55) CC1Cc2c(Cl)ncnc2N2CCc3cccc1c32 (stereo not drawn)
56) Cc1c(C(=O)C(SC(=S)N2CCN(c3ccccc3)CC2)SC(=S)N2CCN(c3ccccc3)CC2)nnn1-c1ccc(Cl)cc1
57) O=C1c2ccccc2N=C(NO)[C@@H]2CCCN12
58) CC1=C(C)CC(C(=O)c2ccc(Cl)cc2)C(C(=O)c2ccc(Cl)cc2)C1 (stereo not drawn)

| Assay by compound | 49 | 50 | 51 | 52 | 53 | 54 | 55 | 56 | 57 | 58 |
| --- | --- | --- | --- | --- | --- | --- | --- | --- | --- | --- |
| OVCAR-3 | 21 | 103 | 101 | 107 | 98 | 111 | 103 | 107 | 111 | 103 |
| HCC-2998 | 67 | 104 | 106 | 96 | 103 | . | 107 | 117 | 102 | 102 |
| KM12 | 41 | 105 | 101 | 106 | 98 | 99 | 99 | 102 | 102 | 100 |
| PC-3 | 51 | 103 | 85 | 95 | 88 | 95 | 92 | 97 | 95 | 62 |
| SW-620 | 53 | 102 | 100 | 103 | 101 | 105 | 104 | 96 | 109 | 94 |
| OVCAR-8 | 57 | 100 | 92 | 102 | 100 | 102 | 109 | 100 | 104 | 95 |
| OVCAR-4 | 38 | 103 | 98 | 109 | 92 | 111 | 93 | 99 | 114 | 97 |
| DU-145 | 53 | 106 | 102 | 111 | 101 | 110 | 108 | 107 | 112 | 102 |
| OVCAR-5 | 78 | 93 | 104 | 103 | 107 | 112 | 96 | 110 | 107 | 99 |

Source: PubChem
